Source: PubChem (several laboratories)
LYP inhibition: PTPN22 lymphoid phosphatase activity blockers – biochemical, fluorescence intensity, uHTS (AID 1779) | hit rate 0.054% among 290,000 | inhibition, % at 11.5 µM; hits with a dose series show IC50 in µM | recombinant LYP phosphatase, fluorescence intensity; higher % means a stronger effect;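 also: plate controls were vehicle with enzyme for no effect and no enzyme for full effect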
M17LAP inhibition: P. falciparum M17LAP inhibitors, primary screen, biochemical, fluorogenic H-Leu-NHMec substrate, 1536-well (AID 1619). hit rate 0.38% among 220,000. inhibition, % at 30 µM, or IC50 in µM where a hit was titrated. recombinant M17LAP, H-Leu-NHMec fluorogenic kinetic assay; higher % means a stronger effect;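 active = compound inhibiting the enzyme by more than half at any dose during confirmatory dose-response retesting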;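 also: plate controls were full reaction with DMSO carrier for no effect and no enzyme background for full effect; strong numbers were not always called active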
WT yeast gro inh: growth inhibition of WT yeast, mitochondrial fusion screen; mitochondrial fusion phenotypic screen, WT strain; inhibition, % at 10 µM; hit rate 2.1% among 190,000; AID 1362; in the data active = inhibition above about 58%; tested in S. cerevisiae
XIAP antagonists: XIAP antagonists, biochemical, IAP family, fluorescence polarization (AID 1018); XIAP BIR domain, fluorescence polarization peptide displacement; higher % means a stronger effect; displacement, % at 20 µM, or IC50 in µM where a hit was titrated; hit rate 0.007% among 200,000; in the data active = displacement above about 50%; also: a part of the inactive calls stands beside numbers as strong as those of hits
M1AAP inhibition: P. falciparum M1AAP inhibitors, biochemical, fluorogenic H-Leu-NHMec substrate, 1536-well (AID 1445). one-dose inhibition, % at 30 µM; IC50 in µM for titrated hits. recombinant M1AAP, H-Leu-NHMec fluorogenic kinetic assay; higher % means a stronger effect. hit rate 0.42% among 220,000;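 active = primary inhibition above the hit cutoff, then over 50% inhibition at one or more dose response concentrations, cut at about 23% in these data, passing the limit was not always enough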;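 also: plate controls were DMSO full reaction for no effect and no enzyme background for full effect; strong numbers were not always called active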
human PMI inhibitors: MPI inhibition at elevated mannose 6-phosphate – biochemical, fluorescence intensity, high mannose 6-phosphate, primary screen (AID 1220); recombinant PMI enzyme, coupled fluorescence intensity; higher % means a stronger effect; one-dose inhibition, % at 20 µM; IC50 in µM for titrated hits; hit rate 0.66% among 190,000
PMI inhibitors: MPI enzyme activity inhibition – biochemical, fluorescence intensity, coupled assay, primary screen (AID 1209); purified PMI enzyme, coupled fluorescence intensity; higher % means a stronger effect; hit rate 0.42% among 190,000; inhibition, % at 20 µM, or IC50 in µM where a hit was titrated;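 also: plate controls were DMSO vehicle for no effect and wells lacking substrate for full effect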
TNAP activation fold: stimulation of alkaline phosphatase TNAP activity – biochemical, luminescent, no phosphate acceptor, uHTS, primary screen (AID 1001). purified TNAP, luminescent activation assay, no phosphate acceptor; higher activation fold means a stronger effect. one-dose activation fold at 20 µM; EC50 in µM for titrated hits. hit rate 0.03% among 200,000; in the data active = activation fold from about 3, or a potency from the dose series; inactive = the rest, 99 in 100 with activation fold below about 1.6; also: many of its hits are not listed in these tables
Yfh1-depleted yeast: mitochondrial function rescue without frataxin homolog – Friedreich's ataxia, plus single-dose screen, dose response (AID 1465); S. cerevisiae Yfh1-off respiration, WST-1 reduction, 72 h; higher fold induction means a stronger effect; fold induction at 50 µM, or EC50 in µM where a hit was titrated; hit rate 0.074% among 220,000;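 active = fold induction of absorbance versus untreated yeast above a set limit, then at least 30% activation at any dose in follow-up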;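 also: activators that raise dye reduction in frataxin-depleted yeast; strong numbers were not always called active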
WT yeast gro inh mutant strain: also measured in WT yeast gro inh; calls as there; inhibition, %; mitochondrial fusion phenotypic screen, mutant strain inhibition
* marks the source's active call; other numbers are inactive results; i = inactive; nt = not tested or not shown. Rule as the data show it, unless noted: active = inhibition above about 50%; inactive = the rest.

SMILES | LYP inhibition | M17LAP inhibition | WT yeast gro inh | WT yeast gro inh mutant strain | XIAP antagonists | M1AAP inhibition | human PMI inhibitors | PMI inhibitors | TNAP activation fold | Yfh1-depleted yeast
CCn1c(CN2CCN(c3cccc(C)c3C)CC2)n[nH]c1=S | -3% | 3% | 4 | 1 | 3.5% | 3% | 6% | 1% | 1.2 | i
CCOc1ccc(CCNC(=O)COc2cc(=O)n(C)c3ccccc23)cc1OCC | -1% | -9% | -8 | -16 | -2.9% | 10% | 4% | 4% | 1.1 | i
CN=C(Nc1ccc(C(=O)OC)s1)c1ccc(Cl)cc1 | -3% | 0% | -5 | -11 | -9.5% | 3% | -8% | -11% | 1 | i
CC1=C(C#N)CCC(=O)N1Cc1c(C)cc(C)cc1C | 37% | 9% | 4 | 18 | -4.5% | 0% | 4% | 5% | 1 | i
COc1ccc(CC(=O)O/N=C(\N)c2ccccn2)cc1 | -2% | 2% | nt | nt | nt | 5% | nt | nt | nt | i
O=c1c2c(nc(NCCO)n1CC1CCCCC1)-c1ccccc1CC21CCCC1 | 1% | -18% | 69* | 31* | -15% | 2% | 18% | 23% | 1 | i
O=C(COC(=O)c1ccc(S(=O)(=O)NCc2ccco2)cc1)NCC1CCCCC1 | -2% | -5% | 1 | 7 | -4.9% | -5% | -2% | 4% | 1.1 | i
Cc1ccc(SCc2nc3ccccc3[nH]2)cc1 | -9% | -1% | 26 | -4 | -4.8% | 4% | 18% | 18% | 1.2 | i
Cn1c(=O)oc2cc(S(=O)(=O)N3CCc4ccccc4C3)ccc21 | -7% | -11% | 16 | -7 | -1.6% | 11% | 17% | 9% | 1.1 | i
O=[N+]([O-])c1ccc(N2CCCCC2)cc1 | -6% | -16% | nt | nt | nt | 5% | nt | nt | nt | i
COc1ccc(OC)c(CNC(=O)CCNC(=O)Cn2ccc3ccccc3c2=O)c1 | -8% | 5% | 0 | 0 | -2.2% | -6% | 2% | 9% | 1.1 | i
Cc1cc(C)c(CN2CCC(CO)(CCOc3ccccc3)CC2)cc1C | -7% | 2% | 15 | 17 | -9.0% | -1% | 3% | 10% | 1 | i
COC(=O)c1sc(N)c(C(=O)OC)c1COC(=O)C1CC(=O)N(Cc2ccco2)C1 (stereo not given) | -2% | -1% | 12 | 2 | -9.2% | 4% | 10% | 19% | 1.1 | i
CCN1CCN(C(=O)c2cc3nc(-c4ccccc4)cc(C(F)(F)F)n3n2)CC1 | -3% | 11% | -11 | 5 | -0.2% | 5% | 10% | 10% | 1.1 | i
O=C(CO/N=C/c1ccc(Cl)cc1Cl)NNC(=O)c1ccc(Cl)cc1Cl | 2% | 6% | nt | nt | nt | 8% | nt | nt | nt | i
COCCn1c(=NC(=O)CSCC(=O)NC2CCCCC2)sc2cc(OC)ccc21 | -5% | -3% | -5 | 18 | 1.2% | -1% | 0% | 5% | 1.2 | i
COc1ccc(C2(NC(C)=O)CCN(C(=O)CCC(=O)O)CC2)cc1 | -2% | 1% | -1 | 5 | -3.4% | 1% | -8% | -9% | 1.1 | i
COc1ccc(C(=O)c2ccc(N3CCN(C4CC(=O)NC4=O)CC3)cc2)cc1F (stereo not given) | -7% | 12% | -10 | -12 | -6.6% | 8% | -10% | -2% | 1 | i
Nc1nc(N2CCOCC2)nc(N(c2ccccc2)c2ccccc2)n1 | -6% | 1% | 11 | -1 | -2.1% | 1% | 7% | -3% | 1.1 | i
c1cncc(CSc2ccc(-c3cccnc3)nn2)c1 | 0% | -13% | -1 | -20 | -5.1% | 1% | -3% | -2% | 1 | i
CCS(CC)=NS(=O)(=O)c1ccc(NC(C)=O)cc1 | -7% | 7% | -8 | 2 | -4.0% | 1% | -8% | -4% | 1.1 | i
CCn1nc(C(=O)NNC(=O)COc2ccccc2C)c2ccccc2c1=O | -8% | 8% | -5 | -9 | -22% | 6% | -2% | -6% | 1.2 | i
O=S(=O)(c1ccc(S(=O)(=O)N2CCC3(CC2)OCCO3)cc1)N1CCCC1 | -10% | -13% | nt | nt | nt | -1% | nt | nt | nt | i
COc1ccccc1C(=O)O/N=C(/c1ccncc1)c1ccc([N+](=O)[O-])cc1 | -10% | 5% | 8 | 5 | 0.1% | 2% | -10% | 19% | 1.8 | i
CN1C(C(=O)NCc2ccco2)CC2Cn3c(nc4cc5ccccc5cc43)C21 (stereo not given) | -8% | 6% | nt | nt | nt | 5% | nt | nt | nt | i
O=C(O)c1cc(-c2cccs2)nn1-c1cccc(Cl)c1 | -1% | 29% | -14 | 1 | -13% | -6% | -6% | -9% | 1 | i
COCCn1nnnc1SCC(=O)N1CCCCC1 | -6% | 16% | -27 | -45 | -4.2% | 13% | 4% | 5% | 1.1 | i
CCc1cc2cc(C(=O)N3CCN(Cc4ccccc4)CC3)sc2s1 | 4% | 7% | 11 | 28 | -5.9% | 9% | -1% | 13% | 1 | i
Cc1cc(NC(=O)/C=C/C(=O)N(CC(=O)NC2CCCC2)c2cccc3ccccc23)no1 | -3% | 4% | -4 | -2 | -2.1% | 2% | 37% | 8% | 1.1 | i
COc1cc(/C=C/c2ccc3c([N+](=O)[O-])cccc3n2)ccc1OCC(=O)O | 0% | 19% | nt | nt | nt | 12% | nt | nt | nt | i
Cc1nn2c(NCc3cccnc3)c3c(nc2c1-c1ccccc1)CCC3 | -8% | -7% | nt | nt | nt | 0% | nt | nt | nt | i
CCOc1ccc(NCC(=O)N/N=C/C=C/c2ccccc2)cc1 | 0% | 18% | 13 | 0 | -6.1% | 2% | 17% | 22% | 1.2 | i
Oc1ccccc1/C=N/NC1=NCCCCC1 | -5% | 1% | -1 | 7 | -5.8% | 5% | -14% | -20% | 1 | i
CC(C)(C)OC(=O)N1CCC[C@H]1c1nnc(SC/C=C/c2ccccc2)o1 | 3% | 6% | 21 | 19 | -7.9% | -6% | 0% | 2% | 1 | i
COc1cccc2sc(N(CCCN(C)C)C(=O)COc3ccc(Cl)cc3)nc12 | -8% | -1% | 6 | 16 | -4.2% | -3% | -14% | -22% | 1.1 | i
COc1cc(/C=N/Nc2nc3ccccc3[nH]c2=O)ccc1O | -2% | 3% | 0 | 19 | -4.4% | 13% | 4% | 5% | 1.5 | i
COc1cc(C(=O)NS(=O)(=O)c2ccccc2C)ccc1Cc1cn(C)c2ccc(NC(=O)OC3CCCC3)cc12 | 16% | -9% | -3 | 11 | -3.2% | 2% | 8% | 3% | 1.1 | i
COc1cc2oc(=O)cc(C)c2c(OC)c1OC | 1% | 15% | 2 | -22 | 0.6% | 3% | -3% | -11% | 1 | i
COc1ccc(OC)c(NC(=O)CSc2nc(N)c(-c3ccccc3)c(=O)[nH]2)c1 | 3% | -1% | 10 | 10 | -3.5% | 4% | 13% | 17% | 1.1 | i
O=C(Cn1ncc2c1-c1ccccc1OC2)Nc1cccc(Cl)c1 | -4% | 8% | 7 | 4 | -4.1% | 12% | 14% | 11% | 1.1 | i
C/C=C/c1ccc(OCCCCN2CC(C)CC(C)C2)c(OC)c1 (stereo not given) | -7% | 12% | 17 | 38 | -6.8% | 2% | -5% | -10% | 1 | i
O=C(CCNS(=O)(=O)c1ccc(Br)s1)N1CCN(c2ccccc2)CC1 | 0% | 8% | 5 | -10 | -0.4% | 4% | 2% | 4% | 1 | i
CC(=O)Nc1ccc(NC(=O)COC(=O)c2n[nH]c3ccccc23)cc1 | -2% | 2% | 8 | 3 | -8.1% | -2% | -6% | -2% | 0.8 | i
CSc1nc(-c2ccco2)nn1C(=O)Cc1ccccc1 | -9% | -2% | -3 | -2 | -2.4% | -5% | 4% | 9% | 1 | i
O=C(NCc1ccco1)C(=O)N1CCCC1 | -5% | 11% | -5 | -16 | -5.6% | 3% | 2% | 9% | 1.1 | i
COc1ccc(/C=N/OCC(=O)N=Nc2c(O)[nH]c3ccc(Br)cc23)cc1 | -4% | -5% | 57 | 28 | -3.7% | 9% | -6% | -6% | 1.3 | i
CCC1CCCCN1C(=O)c1sc2ncnc(N(CC)CC)c2c1C (stereo not given) | -3% | 11% | 3 | -28 | -3.4% | 2% | -2% | 0% | 1.1 | i
COc1ccccc1C(=O)NC(C)C(c1cccs1)N1CCOCC1 (stereo not given) | 1% | 2% | 2 | -10 | -2.1% | -7% | 5% | 10% | 1.1 | i
CCNC(=S)N1C2CCC1CC(NC(=O)Nc1ccc(C(=O)OCC)cc1)C2 (stereo not given) | -4% | -5% | -3 | 7 | -3.0% | 11% | -4% | -3% | 1.1 | i
CCOC(=O)c1cccc(COC(=O)c2cccc(-c3nnc(-c4ccccc4)o3)c2)c1 | -2% | 12% | 12 | -28 | -4.8% | -9% | 5% | 19% | 1.1 | i

Other entries.
SMILES | LYP inhibition | M17LAP inhibition | WT yeast gro inh | WT yeast gro inh mutant strain | XIAP antagonists | M1AAP inhibition | human PMI inhibitors | PMI inhibitors | TNAP activation fold | Yfh1-depleted yeast
CCOC(=O)/C(C(N)=NC(C)C)=C(\O)c1ccccc1 | -1% | 5% | 11 | -1 | -5.7% | -4% | 2% | 3% | 1.1 | i
COC(=O)[C@@]1(Cc2ccc(OC)cc2)[C@H]2c3cc(C(=O)N4CCCC4)n(CCc4c[nH]c5ccc(O)cc45)c3C[C@H]2CN1C(=O)c1ccccc1 | 6% | 0% | 13 | -8 | -14% | 4% | 32% | 23% | 1 | i
CC1(C)N([O-])C2=C(c3ccccc3C2=O)[N+](=O)C1(C)C | 1% | 14% | 13 | 20 | -7.2% | 10% | -2% | 2% | 1.1 | i
Cc1cccc(C)c1NC(=O)CNc1ccccc1 | 2% | 16% | 21 | 6 | -2.8% | 8% | 11% | 18% | 1.1 | i
COc1ccc2[nH]c(=O)c(C(c3nnnn3C3CCCC3)N3CCN(Cc4ccc5c(c4)OCO5)CC3)cc2c1 (stereo not given) | 1% | 0% | -6 | -3 | -3.0% | 7% | 12% | 19% | 1 | i
COC(=O)C1C2C=CC3(CN(C(C)c4ccc(OC)cc4)C(=O)C13)O2 (stereo not given) | -9% | 2% | -4 | -10 | -3.2% | 4% | 2% | 6% | 1.1 | i
CCc1ccc(NC(=O)CCN2C(=O)c3cccnc3C2=O)cc1 | -4% | -16% | 19 | 7 | -2.3% | 2% | 15% | 7% | 1 | i
COc1cc(C2N3CC4(C)CN2CC(C)(C3)C4)ccc1O (stereo not given) | -1% | 7% | 8 | 13 | -4.6% | 4% | 15% | 18% | 1 | i

Complete entries from above. Order of values: LYP inhibition, M17LAP inhibition, WT yeast gro inh, WT yeast gro inh mutant strain, XIAP antagonists, M1AAP inhibition, human PMI inhibitors, PMI inhibitors, TNAP activation fold, Yfh1-depleted yeast
Cc1cc(C)c(CN2CCC(CO)(CCOc3ccccc3)CC2)cc1C is entered as -7%, 2%, 15, 17, -9.0%, -1%, 3%, 10%, 1, i
CSc1nc(-c2ccco2)nn1C(=O)Cc1ccccc1 is entered as -9%, -2%, -3, -2, -2.4%, -5%, 4%, 9%, 1, i
